# SW480 rereplic – DNA re-replication induction in SW480 cells | SW480 DNA re-replication, Hoechst DNA content imaging, 48 h | Potency, µM (series often up to 46.1 µM), for the others: at the top dose re-replication activation, actives largely listed as activators | 340,000 compounds, 1.8% hits; note: % of control where 0% means no effect; nearly all actives have a fitted effect of over 55% in size
#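 Treated cells incubate 48 hr (37 C, 5% CO2), are stained 40 min with Hoechst, and nuclear fluorescence is enumerated; a rise in nuclei with high DNA signal marks re-replication.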
# GLP1R cytotox – cytotoxicity counter-screen for GLP-1 receptor inverse agonists. HEK293 cAMP-luciferase reporter cells, luminescence, 24 h. Potency, µM (highest dose often 38.3 µM), for inactives: at the highest dose activity change, negative = inhibition, actives largely listed as inhibitors. 410,000 compounds, 0.13% hits. AID 624418;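 note: loss of luciferase light is scored as toxicity; % is set by controls: 0 for no effect and ±100 for the full control effect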
#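 Quantitative HTS format, 1536 wells, 200 cells/uL seeded. Compounds: 23 nL, 24 h, 37 °C. Detection: luciferase reagent, luminescence at 12 min RT; decreased signal taken as cytotoxic.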
# KB-V1 cytotox – KB-V1 MDR subline cytotoxicity | KB-V1 MDR cells viability, CellTiter-Glo, 72 h | Potency, µM (doses to about 46.1 µM), without a hit: at the highest dose activity change, negative = cytotoxicity, actives largely listed as cytotoxic | 400,000 compounds, 3.4% hits | AID 1347076; note: % is set by controls: 0 for no effect and ±100 for the full control effect; nearly all actives have a fitted effect of over 60% in size
#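 Following 72 h at 37 degrees C with compound, KB-V1 cell viability was read by CellTiter-Glo luminescence, medium being phenol-red-free DMEM plus 10% FBS; concentration-response parameters came from normalized, curve-fitted qHTS data.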
# HT1080 IDH1KD tx – toxicity to HT-1080 IDH1 knockdown cells (counter line) | HT-1080 IDH1 knockdown viability, ATP luminescence, 48 h | Potency, µM (doses to about 46.1 µM), for the others: at the highest dose activity, negative = toxicity, most hits filed as cytotoxic | 360,000 compounds, 2% hits;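 note: 0% = DMSO wells and -100% = cell-free medium wells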
#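 Knockdown cells (IDH1KD HT-1080) received compounds 2 h after plating at 750 cells/well and were kept 48 h at 37 °C in 5% FBS RPMI. A CellTiter-Glo luminescence read gave % activity for curve fitting.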
# GLP1R inv ag – acts as inverse agonist at human GLP-1 receptor | Potency, µM (series often up to 38.3 µM), for the others: at the top dose activity change, negative = inhibition, most hits filed as inhibitors | 410,000 compounds, 1.6% hits | HEK293 GLP-1R CRE-luciferase, luminescence, 24 h; GLP-1R form is constitutively active; note: % is set by controls: 0 for no effect and ±100 for the full control effect; nearly all actives have a fitted effect of over 55% in size
# Target sequence (P43220 whole entry, looked up): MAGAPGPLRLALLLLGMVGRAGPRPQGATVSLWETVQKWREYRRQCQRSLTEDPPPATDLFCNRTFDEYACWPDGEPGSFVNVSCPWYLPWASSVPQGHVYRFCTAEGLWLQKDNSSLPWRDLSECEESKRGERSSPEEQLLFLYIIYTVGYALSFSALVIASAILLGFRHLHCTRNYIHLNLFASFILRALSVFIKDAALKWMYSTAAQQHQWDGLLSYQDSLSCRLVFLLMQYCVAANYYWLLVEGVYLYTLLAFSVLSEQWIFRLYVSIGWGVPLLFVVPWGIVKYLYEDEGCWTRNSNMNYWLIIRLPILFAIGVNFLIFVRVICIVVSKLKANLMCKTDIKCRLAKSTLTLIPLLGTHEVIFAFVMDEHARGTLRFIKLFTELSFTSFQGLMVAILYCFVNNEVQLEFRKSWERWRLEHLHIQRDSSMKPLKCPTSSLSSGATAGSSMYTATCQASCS
#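 Stable HEK293 clone (constitutively active GLP-1R + cAMP-response luciferase); 200 cells/uL plated, 12 h pre-culture, compound 24 hr, 37 deg C/5% CO2; detection reagent 12 min RT; luminescence.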
# TDP-43 yeast inh – inhibitors of TDP-43 toxicity in yeast. Potency, µM (doses to about 46.1 µM), inactives show at the top dose growth rescue (activation), most hits filed as activators. 410,000 compounds, 1.8% hits. AID 652104. TDP-43 expressing yeast growth rescue, BacTiter-Glo, 24 h; note: % of control where 0% means no effect; nearly all actives have a fitted effect of over 50% in size
#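 Cell-based yeast growth screen: TDP-43 expression induced in galactose, inoculum OD600=0.02 after raffinose pregrowth to mid-log. Read-out BacTiter-Glo luminescence at 24 hr, 30 deg C; inhibition of toxicity seen as signal increase.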
# HT1080-NT tox – kills 2HG-producing HT-1080-NT fibrosarcoma cells; AID 686970; 360,000 compounds, 1.6% hits; Potency, µM (highest dose often 46.1 µM), for the others: at the top dose activity, negative = less viability, most hits filed as cytotoxic; HT-1080-NT fibrosarcoma viability, CellTiter-Glo ATP luminescence, 48 h;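 note: NT is the 2HG producing partner of a matched IDH1 knockdown line; 0% = DMSO-treated cells and -100% = media-only wells without cells; nearly all actives have a fitted effect of over 55% in size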
#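 750 cells/well, RPMI + 5% FBS; 2 h settle, compound pin-transfer, 48 h at 37 degrees C. CellTiter-Glo 10 min RT, luminescence. Normalized to DMSO and media-only wells.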
# KB-3-1 cytotox – kills parental KB-3-1 adenocarcinoma cells; KB-3-1 viability, CellTiter-Glo ATP luminescence, 72 h; AID 1347075; 400,000 compounds, 1.4% hits; Potency, µM (top dose mostly 46.1 µM), inactives show top-dose activity change, negative = cytotoxic, hits mostly cytotoxic; note: % is set by controls: 0 for no effect and ±100 for the full control effect; nearly all actives have a fitted effect of over 60% in size
#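 Parental KB-3-1 viability, qHTS format: 72 h compound exposure, 37 °C; CellTiter-Glo; media-only wells and DMSO plates as controls; concentration-effect fits on corrected data.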
# GLP-1R agonist – GLP-1 receptor (human) agonism | P43220 | HEK293 GLP-1R CRE-luciferase, luminescence, 4-6 h; cells express a hypersensitive GLP-1R form | Potency, µM (top dose mostly 45.6 µM), inactives show at the top dose activation, hits mostly activators | 380,000 compounds, 0.007% hits; note: % of control where 0% means no effect
# Numbers without * were called inactive; i = inactive; ? = inconclusive; . = not tested or not shown; & = joins results of further samples; [ ] = remark or other dose. Calls come from the whole dose curve; as a rule, active = well fitted curve in the direction sought with a large enough effect; inconclusive = small, poorly fitted or top-dose-only effect, or another doubt; inactive = no such curve, though single readings can be large; an effect the other way counts as inactive or inconclusive. Potency is the fitted concentration of half-maximal effect.
SMILES,SW480 rereplic,GLP1R cytotox,KB-V1 cytotox,HT1080 IDH1KD tx,GLP1R inv ag,TDP-43 yeast inh,HT1080-NT tox,KB-3-1 cytotox,GLP-1R agonist
Cc1ccc(-c2nc3ccccc3[nH]2)cc1NC(=S)NC(=O)c1ccccc1Br,-5%[9.22 µM],-13%,?,-15%,?,-25%,-5%,-3%,3%
COC(=O)[C@]12CCCCC=C1N(Cc1cccc3ccccc13)C(=O)[C@H](CC(=O)NCCCN1CCCC1=O)C2,.,-7%,5%,0%,22%,27%,5%,12%,-1%
O=S1(=O)CC(N2CCSCC2)CN1Cc1cn(Cc2ccc(C(F)(F)F)cc2)nn1 (stereo not given),.,4%,-10%,-1%,0%,14%,1%,16%,-3%
NC(=O)C1=CN(Cc2ccc(Cl)cc2)CCC1C(F)(F)F (stereo not given),-9%,2%,11%,-10%,?,-5%,-8%,4%,7%
CC1=C(C(=O)N(C(C)C)C(C)C)CC(CC(=O)NCC2CCCCC2)C(=O)N1Cc1ccccc1 (stereo not given),.,0%,-6%,0%,?,-2%,1%,0%,3%
COc1cccc(NC(=O)c2cc([N+](=O)[O-])ccc2NC(=O)CNCC2CCCO2)c1 (stereo not given),-4%,9%,?,1%,0%,20%,-1%,-4%,11%
C[C@H]1NS(=O)(=O)c2cc(Cl)ccc2O[C@@H]1c1ccccc1,.,4%,?,3%,-14%,1%,-5%,-5%,4%
Cc1ccc(NC(=O)c2ccc(S(=O)(=O)N3CCC(C)CC3)cc2)cc1,0%,-15%,9%,-8%,0%,?,-10%,-2%,-2%
CS(=O)(=O)Nc1ccc(C(=O)N2CCCCC2)cc1,2%,-2%,-3%,9%,0%,-12%,13%,-1%,-7%
CC1CCCCN1Cc1c(C#N)c2ccccc2n1C (stereo not given),-4%,-3%,1%,7%,?,0%,3%,22%,-8%
Cc1ccc(NC(=O)CN(C)C(=O)CCSc2ccc(F)cc2)cc1,-11%,-6%,-14%,0%,?,20%,-5%,-10%,8%
CC(c1ccco1)N(C(=O)c1ccc(Cl)s1)c1ccccn1 (stereo not given),-5%,-7%,-2%,-13%,0%,-10%,4%,-8%,-5%
COc1ccc(C(=O)n2cnc(N)n2)cc1,-1%,-15%,6%,20%,3%,13%,13%,-5%,-13%
Oc1ccc(-c2csc(Nc3cccc4ccccc34)n2)cc1O,18%,-6%,28%,-4%,-3%,-5%[1.82 µM],-12%,15%,17%
Cc1ccc(NC(=O)Cn2nc(C)c([N+](=O)[O-])c2C)cc1Cl,-1%,10%[0.307 µM],-26%,-11%,8%[0.307 µM],-12%,-17%,0%,-3%
CN(CCc1ccccn1)C(=O)CCC1CCCN(C(=O)CN2CCCCCC2)C1 (stereo not given),-3%,-2%,?,11%,-14%,0%,8%,14%,-3%
O=C(CN1CCC(NC(=O)c2ccco2)CC1)Nc1ccccc1C(F)(F)F,-6%,-7%,-10%,-10%,3%,-22%,0%,-9%,8%
Cc1cccc(OCc2nnc(SC(C)C(=O)Nc3ccc(N4CCOCC4)cc3)o2)c1 (stereo not given),-11%,-2%,-3%,-11%,12%,-19%,4%,-4%,12%
COc1cc(NC(=O)C2=C(N3CCOCC3)/C(=C\c3ccc(Cl)cc3Cl)CC2)cc(OC)c1OC,-3%,14%,?,-3%,0%,-4%,-2%,-14%,-1%
CN(C)S(=O)(=O)c1ccc(Cl)c(C(=O)Nc2cccc3ncccc23)c1,5%,-9%,17%,3%,0%,0%,12%,2%,1%
COc1ccc(NC(=O)Cc2ccsc2)cc1S(=O)(=O)N1CCCCC1,0%,-21%,21µM*,6%,3%,4%,8%,4%,11%
O=C(COc1ccc(C(=S)N2CCCC2)cc1)Nc1ccc(F)cc1,12%,-24%,?,-12%,?,11%,-11%,?,4%
COc1ccc(-c2cc(C(F)(F)F)n3nc(C(=O)Nc4c(C)n(C)n(-c5ccccc5)c4=O)c(Cl)c3n2)cc1,?,4%,-14%,12%,8%,20%,8%,0%,1%
CO/N=C\CC(=O)Nc1ccc(Cl)c(Cl)c1,18µM*,-19%,?,6.5µM*,3.2µM*,22%,8.2µM*,7.3µM*,5%
COc1ccccc1C(C)NC(=O)C1CCN(S(=O)(=O)c2cccs2)CC1 (stereo not given),-46%[inhibitor],-7%,-22%,0%,-3%,2%,-6%,-3%,-1%
CCn1ncc(C2=NOC(C(=O)Nc3cccc(C(C)=O)c3)C2)c1C (stereo not given),-10%,10%,18µM*,-23%,21%,-15%,0%,?,2%
Fc1cccc(Cl)c1Cn1nnc2c(NCc3ccccn3)ncnc21,0%,19%,?,-15%,?,?,-10%,0%,15%
Cc1cc(C)nc(NS(=O)(=O)c2ccc(NC(=O)CN3C(=O)S/C(=C\c4ccccc4)C3=O)cc2)n1,-3%,-9%,16%,?,-27%,-8%,?,0%,0%
COc1ccccc1NS(=O)(=O)c1ccc(C)c(C(=O)NNC(=O)c2csc(N3CCOCC3)n2)c1,2%,2%,0%,-2%,13%,17%,-6%,3%,2%
O=C1c2oc3ccccc3c(=O)c2C(c2cccnc2)N1CCCN1CCOCC1 (stereo not given),-2%[9.22 µM],-17%,18%,5%,4%,5%,10%,16%,-17%
COc1ccc(CNC(=O)CSc2n[nH]c(N)n2)cc1OC,24%,13%,-5%,9%,18%,7%,9%,2%,7%
COc1ccc(CSc2nc3ccccc3[nH]2)cc1,7%,-2%,?,?,?,-14%,-27%,?,5%
Cc1ccccc1CCNC(=O)C1CCN(c2nc3ccccc3nc2C(F)(F)F)CC1,.,4%,?,.,-3%,-4%,.,-11%,.
COc1ccc(-c2nc3ccc(C(=O)NCc4ccccc4)cc3nc2-c2ccc(OC)cc2)cc1,.,4%,-6%,.,-16%,12%,.,1%,.
CC(CCc1ccccc1)NC(=O)C(=O)Nc1ccccc1 (stereo not given),-1%,20%,22%,26%,2%,5%,18%,0%,-7%
O=C(NNS(=O)(=O)c1ccc(Cl)cc1)c1cccs1,i[1.84 µM],24%,-1%,3%,-9%,20%,-6%,1%,4%
COc1ccc2c(c1)[nH]c1c(=O)n(CCCn3ccnc3)cnc12,-3%[9.22 µM],-11%,3%,1%,3%,1%,2%,-1%,-10%
Cc1cc(/C=N/NC(N)=S)c(C)n1-c1ccc(Cl)cc1,?,?,-2%,-20%,?,?,-21%,-3%,2%
C=CCn1c(C)c(C(C)=O)cc(NC(=O)c2ccccc2)c1=O,-31%[inhibitor],2%,-30%,13%,41%[activator],-16%,12%,?,8%
CCN1C(=O)c2cccc3c(Cl)ccc1c23,?,24%,8%,-1%,32%,18%,-9%,1%,-1%

# Limited to KB-3-1 cytotox, for some of the entries so far:
smiles,KB-3-1 cytotox
Cc1cc(C)nc(NS(=O)(=O)c2ccc(NC(=O)CN3C(=O)S/C(=C\c4ccccc4)C3=O)cc2)n1,0%
COc1ccccc1NS(=O)(=O)c1ccc(C)c(C(=O)NNC(=O)c2csc(N3CCOCC3)n2)c1,3%

# The results go on.
SMILES,SW480 rereplic,GLP1R cytotox,KB-V1 cytotox,HT1080 IDH1KD tx,GLP1R inv ag,TDP-43 yeast inh,HT1080-NT tox,KB-3-1 cytotox,GLP-1R agonist
O=C(OCc1c(-c2ccccc2)ncc2ccccc12)c1ccc(F)cc1,-2%,-3%,-13%,7%,?,10%,2%,-7%,6%
Cc1cc(NC(=O)CSc2nc3cc(C(=O)NCCCOC(C)C)ccc3c(=O)n2Cc2ccco2)no1,?,1%,-15%,-1%,18%,-25%,-3%,?,3%
COc1ccc(NC(=O)c2cccc(S(=O)(=O)N(C)c3ccccc3)c2)cn1,-1%,-19%,3.3µM*,13%,-13%,11%,13%,?,0%
CCCCc1ccc(-n2c(Cc3cccs3)n[nH]c2=S)cc1,25%,-11%,?,-29%,?,?,-18%,-3%,27%
COc1ccccc1NC(=O)CCc1nnc2ccc(N3CCN(C)CC3)nn12,24%,-2%,?,10%,-8%,13%,1%,10%,-4%
N#Cc1ccccc1COC(=O)c1ccc2c(c1)OCO2,-13%,13%,-15%,0%,-25%,2%,-1%,0%,12%
COC(=O)c1ccccc1NC(=O)CN(C)S(=O)(=O)c1cc(C)ccc1OC,1%,3%,-15%,1%,10%,-19%,6%,0%,13%
C=CCOc1c(CNc2ncn[nH]2)cccc1OC,2%,-5%,21%,14%,18%,-1%,18%,24%,-4%
CCOc1ccccc1C(=O)OCC(=O)Nc1cc(Cl)ccc1Oc1ccccc1,-7%,4%,-6%,9%,?,25%,-2%,-3%,12%
CCOC(=O)c1c(NC(=O)c2cc(C(C)C)on2)sc(C)c1C,.,-5%,?,.,8%,5%,.,-19%,.
Oc1cccc(C2c3[nH]c4ccccc4c3CCN2Cc2ccoc2)c1 (stereo not given),-10%,-7%,-11%,-3%,?,6%,1%,-1%,-1%
O=S(=O)(NCCN1CCOCC1)c1cccs1,-9%,-3%,12%,19%,42%[activator],-2%[0.397 µM],0%,8%,1%
CCCCOC(=O)c1ccc(NC2=NS(=O)(=O)c3ccccc32)cc1,.,4%,?,.,-13%,11%,.,11%,-1%
COc1ccc2ccccc2c1/C=N\n1c(C)cc(C)c(C(N)=O)c1=O,25%,-28%,?,9%,?,-23%,-1%,-5%,1%
CC1=C(C(=O)Nc2cccc(C(=O)NCc3ccccc3C)c2)SCCO1,16%,-15%,0%,-5%,?,-12%,-16%,5%,10%
O=C1CCN(Cc2ccc(O)cc2)CCN1CCO,-5%,2%&5%,6%&-1%,8%&18%,11%&12%,7%&-9%,4%&-2%,19%&16%,1%&-1%
Cc1ccc(C(C)(C)C)c(OCCCCN2CCCC2)c1,139%,?,21µM*,-9%,?,-29%,-7%,-15%,5%

# Compound activity deposited in PubChem BioAssay by National Center for Advancing Translational Sciences (NCATS).
